Screens as filed in PubChem.
pAkt inh: HTS Assay for Inhibitors of Akt Phophorylation: Primary Screen. actives 0.32% (n = 360,000). activity change, % for hits at 50 µM. AID 651550, 2012. Neuro2A IGF-stimulated pAkt S473 HTRF, 20 min; active compounds read low; in the data active = activity change below about -80%; inconclusive = mostly about -51% to -80%; note: % is set by controls: 0 for no effect and ±100 for the full control effect
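Neuro2A cells (4,500/well, DMEM with 0.5% FBS) were treated with compound at a single 50 µM final concentration, stimulated with 6 nM IGF for 20 min at 37 °C, and lysed. Phospho-Akt Ser473 was read by HTRF as 665/615 ratio ×10^4.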
HepG2 viability: qHTS for Inhibitors of TGF-b: Cytotox Counterscreen | HepG2 CAGA-GFP viability, ATP luminescence, 18 h | Potency, µM (series often up to 46.1 µM), for inactives: at the top dose activity change, negative = cytotoxicity, usual class: cytotoxic | actives 0.76% (n = 410,000); note: potency is the fitted concentration of half-maximal effect; some results filed as inactive show a strong effect at the top dose
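CellTiter-Glo luminescence gave cytotoxicity after 18 hours at 37 degrees C. The cells were HepG2 CAGA-GFP in 1% FBS DMEM, stimulated with 500 pg/mL TGF-beta after compound addition. %Activity was normalised to no-cell wells (complete cell-killing) and DMSO (no toxicity), and curves were fitted and classified.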
CCT chaperon mod: High-Throughput Screening for Modulators of Cytosolic Chaperonin Activity | actives 0.3% (n = 360,000) | purified chaperonin ATPase assay, HTRF ADP detection, 30 min | activity change, % (test concentration not listed), hits read low; in the data active = activity change below about -30%; note: % is set by controls: 0 for no effect and ±100 for the full control effect
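First, chaperonin was dispensed at 40 nM or 20 nM final depending on batch activity. Next, compounds were pinned at 76 uM and ATP added at 10 uM. After 30 min at 37 °C, ADP detection reagents ran 30 min at ambient temperature.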
Nrf2 inh: Nrf2 qHTS screen for inhibitors | actives 2.1% (n = 360,000) | A549 ARE-Fluc reporter, luciferase luminescence, 18-24 h | Potency, µM (top dose mostly 46 µM), inactives show top-dose activity change, negative = inhibition, usual class: inhibitors; note: potency is the fitted concentration of half-maximal effect; % is set by controls: 0 for no effect and ±100 for the full control effect; nearly all actives have a fitted effect of over 60% in size
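Nrf2 activity is the BugLite luminescence, read 15 min after reagent at room temperature, following CellTiter-Fluor cytotoxicity readout (30 min, 37C). Compound titrations were applied for 18-24 h to 5000 A549 ARE_Fluc cells/well in 5% FBS OPTI-MEM.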
Mm-Cpn inhibitor: Inhibitors of TCP-1 ring complex (TRiC) of Methanococcus maripaludis (MmCpn): qHTS; purified Mm-Cpn ATPase, ADP Transcreener TR-FRET; Potency, µM (series often up to 76.9 µM), for the others: top-dose activity, negative = inhibition, most hits filed as inhibitors; actives 0.031% (n = 330,000); note: potency is the fitted concentration of half-maximal effect; % is set by controls: 0 for no effect and ±100 for the full control effect; nearly all actives have a fitted effect of over 80% in size
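Eu-cryptate anti-ADP/ADP-d2 competition gives a ratio inversely related to ADP. Enzyme at 25 nM was pre-exposed to compound for 10 min, then given 10 uM ATP for 30 min, 37°C throughout.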
Nrf2 ARE act: qHTS of Nrf2 Activators; actives 0.31% (n = 410,000); AREc32 ARE-luciferase reporter (MCF7-derived line), luminescence, 24 h; Potency, µM (top dose mostly 46.1 µM), without a hit: top-dose activation, most hits filed as activators; note: potency is the fitted concentration of half-maximal effect; % of control where 0% means no effect; nearly all actives have a fitted effect of over 65% in size
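Steps: seed AREc32_Fluc cells (1000/well, 5% FBS OPTI-MEM); incubate overnight at 37 deg C; add 23 nL compound; incubate 24 hr; add Steady-Glo; hold 30 min RT; read luminescence.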
Abeta rescue: qHTS for compounds that reverse cellular toxicity of Amyloid beta (A-beta) peptide in yeast: Primary Screen. yeast expressing A-beta42, growth rescue, OD600, 48 h; response scale: 0% DMSO, 100% iron-clioquinol control. actives 0.063% (n = 410,000). AID 1347071, 2019. Potency, µM (series often up to 46.1 µM), without a hit: at the top dose growth rescue, hits mostly activators; note: potency is the fitted concentration of half-maximal effect; nearly all actives have a fitted effect of over 55% in size
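Yeast A-beta toxicity model in growth medium with pinned compounds, 48 h at 30 C; growth read as absorbance at 600 nm. Normalized to FeCl3/clioquinol equimolar mix (positive) and DMSO (negative).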
TGFb inhibitor: qHTS for Inhibitors of TGF-b; Potency, µM (titrated, usually from 46.1 µM), inactives show at the highest dose activity, negative = inhibition, usual class: inhibitors; actives 1.2% (n = 410,000); HepG2 CAGA-GFP TGF-b/SMAD3 reporter, GFP fluorescence, 18 h; TGF-beta stimulated, 500 pg/mL final; note: potency is the fitted concentration of half-maximal effect; % is set by controls: 0 for no effect and ±100 for the full control effect; nearly all actives have a fitted effect of over 65% in size
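TGF-beta reporter screen: HEPG2 CAGA-GFP, 1% FBS, 500 pg/mL TGF-beta final, 18 h; per-cell GFP summed per well; curves fitted and categorized by class.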
A549 viability: Nrf2 qHTS screen for inhibitors: counterscreen for cytotoxicity | A549 ARE-Fluc cells, CellTiter-Fluor viability, 18-24 h | Potency, µM (doses to about 46 µM), without a hit: at the top dose activity change, negative = cytotoxicity, most hits filed as inhibitors | actives 0.16% (n = 390,000); note: potency is the fitted concentration of half-maximal effect; % is set by controls: 0 for no effect and ±100 for the full control effect
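A549 ARE_Fluc cells in 5% FBS OPTI-MEM were exposed to compounds in concentration-response for 18-24 h at 37 deg C. Viability was read by CellTiter-Fluor fluorescence (Ex 405/Em 525) after 30 min, before the luciferase read.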
Active calls of the source: *. Unless noted, calls come from the whole dose curve; as a rule, active = well fitted curve in the direction sought with a large enough effect; inconclusive = small, poorly fitted or top-dose-only effect, or another doubt; inactive = no such curve, though single readings can be large; an effect the other way counts as inactive or inconclusive.

How did COc1ccc(C2C(C(C)=O)=C(O)C(=O)N2CCO)c(OC)c1 (stereo unspecified) do in these assays?
pAkt inh: inactive; HepG2 viability: 2.0%; CCT chaperon mod: 0.6; Mm-Cpn inhibitor: 1.2%; Nrf2 ARE act: 0.1%; Abeta rescue: -13.1%; TGFb inhibitor: -26.4%; A549 viability: 2.4%

Results for Cc1ccc(N/N=C2\CCS(=O)(=O)c3sccc32)cc1 ?
pAkt inh: inactive; HepG2 viability: -12.6%; CCT chaperon mod: 2.2; Nrf2 inh: 12.0%; Mm-Cpn inhibitor: 0.4%; Nrf2 ARE act: inconclusive; Abeta rescue: 3.4%; TGFb inhibitor: -22.6%; A549 viability: -6.6%

Results for Cc1oc(-c2ccc(Cl)cc2)nc1CN1CCC(C(=O)NCCCN2CCCC2=O)CC1 ?
pAkt inh: inactive; HepG2 viability: -29.2%; CCT chaperon mod: -0.3; Nrf2 inh: -9.9%; Mm-Cpn inhibitor: -1.2%; Nrf2 ARE act: 5.0%; Abeta rescue: 8.1%; TGFb inhibitor: -6.2%; A549 viability: 15.1%

Results for Cc1ccc2c(c1)c1c(c(=O)n(Cc3ccccc3)c(=O)n1Cc1ccccc1F)n2C ?
HepG2 viability: 26.2%; Nrf2 inh: 7.3%; Nrf2 ARE act: 0.3%; Abeta rescue: -4.1%; TGFb inhibitor: 43.4%; A549 viability: 4.8%

How did CN(C)CCCNS(=O)(=O)c1cc(Cl)ccc1Cl do in these assays?
pAkt inh: inactive; HepG2 viability: -8.1%; CCT chaperon mod: -1.1; Nrf2 inh: 0.3%; Mm-Cpn inhibitor: -0.5%; Nrf2 ARE act: -0.3%; Abeta rescue: -27.7%; TGFb inhibitor: -0.6%; A549 viability: -3.7%

What do the screens show for `O=C(NCCCN1CCCC1)C1CCN(C(=O)c2cc3sccc3n2Cc2ccc(F)cc2)CC1`?
HepG2 viability: -24.7%; CCT chaperon mod: 0.1; Nrf2 inh: 5.5%; Mm-Cpn inhibitor: -3.6%; Nrf2 ARE act: 0.9%; Abeta rescue: 9.4%; TGFb inhibitor: -1.9%; A549 viability: 8.3%

Results for Cc1cccc(C(=O)OCC(=O)c2c(N)n(CC(C)C)c(=O)n(C)c2=O)c1[N+](=O)[O-] ?
pAkt inh: inactive; HepG2 viability: -7.2%; CCT chaperon mod: 0.1; Nrf2 inh: inconclusive; Mm-Cpn inhibitor: 2.1%; Nrf2 ARE act: 0.3%; Abeta rescue: 1.0%; TGFb inhibitor: -10.1%; A549 viability: -14.6%

Results for Cc1ccc(F)cc1NC(=O)c1ccc(NS(=O)(=O)c2ccc(Br)s2)cc1 ?
pAkt inh: inactive; HepG2 viability: -1.5%; CCT chaperon mod: -2.7; Nrf2 inh: -15.4%; Mm-Cpn inhibitor: 0.7%; Nrf2 ARE act: -0.3%; Abeta rescue: 10.1%; TGFb inhibitor: -15.3%; A549 viability: 1.5%

Results for COc1ccc(-c2cc(C(F)(F)F)nc(SCC(=O)N3CCCCC3)n2)cc1OC ?
HepG2 viability: -10.7%; Nrf2 inh: -6.5%; Nrf2 ARE act: 0.4%; Abeta rescue: -8.3%; TGFb inhibitor: 0.0%; A549 viability: -9.3%

How did O=C(NC1CCN(Cc2ccccc2)CC1)c1ccccc1F do in these assays?
pAkt inh: inactive; HepG2 viability: -1.9%; CCT chaperon mod: -1.9; Nrf2 inh: 0.7%; Mm-Cpn inhibitor: -2.4%; Nrf2 ARE act: -0.5%; Abeta rescue: -15.8%; TGFb inhibitor: 25.2%; A549 viability: 5.2%

How did CN(C)S(=O)(=O)N(CCN1CCOCC1)Cc1ccccc1F do in these assays?
pAkt inh: inactive; HepG2 viability: -27.7%; CCT chaperon mod: -3.8; Nrf2 inh: inconclusive; Mm-Cpn inhibitor: -0.3%; Nrf2 ARE act: 2.8%; Abeta rescue: -3.2%; TGFb inhibitor: 26.6%; A549 viability: 3.0%

Results for Nc1cccc2c1C(=O)N(CCOc1ccc(F)cc1)C2=O ?
pAkt inh: inactive; HepG2 viability: -0.6%; CCT chaperon mod: 1.5; Nrf2 inh: inconclusive; Mm-Cpn inhibitor: -4.2%; Nrf2 ARE act: 4.8%; Abeta rescue: -1.1%; TGFb inhibitor: 15.3%; A549 viability: -3.0%

Results for C=C(C)Cn1c(=O)c2c(nc3n2CCCN3Cc2ccccc2)n(C)c1=O ?
pAkt inh: inactive; HepG2 viability: -16.6%; CCT chaperon mod: -4.1; Nrf2 inh: inconclusive; Mm-Cpn inhibitor: -1.8%; Nrf2 ARE act: 0.0%; Abeta rescue: -1.2%; TGFb inhibitor: -8.2%; A549 viability: 0.7%

Results for O=C(Cn1nc(-c2ccccc2)nc1-c1ccccc1)N1CCOCC1 ?
pAkt inh: inactive; HepG2 viability: 9.5%; CCT chaperon mod: 0.2; Nrf2 inh: 5.9%; Mm-Cpn inhibitor: 0.8%; Nrf2 ARE act: -0.2%; Abeta rescue: -2.2%; TGFb inhibitor: 0.2%; A549 viability: 3.0%

How did NNC(=O)c1cc(S(=O)(=O)N2CCOCC2)c[nH]1 do in these assays?
pAkt inh: inactive; HepG2 viability: -13.2%; CCT chaperon mod: -2.2; Nrf2 inh: 14.1%; Mm-Cpn inhibitor: -0.7%; Nrf2 ARE act: -0.2%; Abeta rescue: 18.6%; TGFb inhibitor: -1.5%; A549 viability: 0.4%

What do the screens show for `O=C(C(Cc1ccccc1)N1C(=O)c2ccccc2C1=O)N1c2ccccc2CCc2ccccc21` (stereo unspecified)?
pAkt inh: inactive; HepG2 viability: -6.4%; CCT chaperon mod: -3.8; Nrf2 inh: inconclusive; Mm-Cpn inhibitor: -8.2%; Nrf2 ARE act: -0.6%; Abeta rescue: 5.4%; TGFb inhibitor: inconclusive; A549 viability: -9.7%

How did CC(=O)/C(=N\Nc1cccc(Cl)c1)Sc1nnc(-c2ccccc2)n1-c1ccccc1 do in these assays?
pAkt inh: inactive; HepG2 viability: -13.5%; CCT chaperon mod: -3.0; Nrf2 inh: 5.4%; Mm-Cpn inhibitor: -0.2%; Nrf2 ARE act: 0.3%; Abeta rescue: -15.6%; TGFb inhibitor: inconclusive; A549 viability: 0.8%

How did CS(=O)(=O)N1CCC(C(=O)Nc2ccccc2Br)CC1 do in these assays?
pAkt inh: inactive; HepG2 viability: 3.7%; CCT chaperon mod: 0.9; Nrf2 inh: 5.0%; Mm-Cpn inhibitor: 1.0%; Nrf2 ARE act: -1.3%; Abeta rescue: -16.3%; TGFb inhibitor: -1.3%; A549 viability: -1.4%

How did NC(=O)C1CCN(C(=O)c2cc3ccccn3n2)CC1 do in these assays?
pAkt inh: inactive; HepG2 viability: 3.8%; CCT chaperon mod: -0.3; Nrf2 inh: 19.4%; Mm-Cpn inhibitor: -1.1%; Nrf2 ARE act: 0.0%; Abeta rescue: -7.5%; TGFb inhibitor: 2.7%; A549 viability: -0.7%

What do the screens show for `CCOC(=O)COc1cccc2c(=O)n(CC(=O)NCc3ccccc3)ccc12`?
pAkt inh: inactive; HepG2 viability: -3.5%; CCT chaperon mod: -0.8; Nrf2 inh: inconclusive; Mm-Cpn inhibitor: -3.0%; Nrf2 ARE act: -1.4%; Abeta rescue: 7.1%; TGFb inhibitor: -24.5%; A549 viability: -4.7%

Results for Cc1noc(NS(=O)(=O)c2ccc(NC(=O)CC(C)C)cc2)c1C ?
pAkt inh: inactive; HepG2 viability: -26.4%; CCT chaperon mod: -1.0; Nrf2 inh: 10.0%; Mm-Cpn inhibitor: 0.6%; Nrf2 ARE act: 0.0%; Abeta rescue: -1.6%; TGFb inhibitor: -15.5%; A549 viability: 4.0%

How did COc1ccc(-c2ccc(S(=O)(=O)N3CCCC3)cc2)cc1 do in these assays?
pAkt inh: inactive; HepG2 viability: -5.0%; CCT chaperon mod: -1.4; Nrf2 inh: -11.5%; Mm-Cpn inhibitor: -3.2%; Nrf2 ARE act: 6.1%; Abeta rescue: -7.5%; TGFb inhibitor: 14.0%; A549 viability: -11.2%

What do the screens show for `Cn1c(=O)cc(Nc2ccccc2)c2c(=O)n(-c3ccccc3)c(=O)n(-c3ccccc3)c21`?
pAkt inh: inactive; HepG2 viability: -39.7%; CCT chaperon mod: 0.3; Nrf2 inh: inconclusive; Mm-Cpn inhibitor: 1.1%; Nrf2 ARE act: -0.2%; Abeta rescue: 7.2%; TGFb inhibitor: 1.0%; A549 viability: -4.7%

Results for COc1ccc2[nH]c(C)c(C(=O)CN3CCN(C(=O)c4ccco4)CC3)c2c1 ?
pAkt inh: inactive; HepG2 viability: -13.5%; CCT chaperon mod: 1.2; Nrf2 inh: -7.0%; Mm-Cpn inhibitor: -0.6%; Nrf2 ARE act: -0.1%; Abeta rescue: -15.2%; TGFb inhibitor: -7.7%; A549 viability: 1.0%

Results for Cc1cccc(CSc2nc3ccncc3n2Cc2ccc(C(=O)O)cc2)c1 ?
HepG2 viability: 11.0%; Nrf2 inh: 6.2%; Nrf2 ARE act: 0.8%; Abeta rescue: -13.8%; TGFb inhibitor: 12.2%; A549 viability: 1.3%
